PolyA inhibitor: inhibitors of polyadenylation in S. cerevisiae | calls only at 12 µM | S. cerevisiae SKY197-pL101 polyadenylation reporter, beta-gal luminescence; efflux-impaired pdr1/pdr3 knockout yeast; score 100 = 6 SD above DMSO | actives 0.02% (n = 300,000);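 active means lowest replicate activity score at least 50, where 100 means six control SD above control mean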;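 further: yeast exposed to compound for 9 h at 30 °C; higher score means more reporter readthrough which indicates perturbed polyadenylation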
AI-2 QS modul: modulators of Vibrio harveyi AI-2 quorum sensing system | Vibrio harveyi JMH597 AI-2 luminescence/OD600 ratio, 9 h; hits give low values; strain lacks LuxN and CqsS sensors; 0 = neutral-control median | activity change, % at 7.5 µM | actives 0.4% (n = 300,000) | AID 2094; in the data active means activity change below about -75%, passing the limit was not always enough;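 further: luminescence divided by OD600 gain over 9 h not by final OD600 alone; inactives centre near 13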
HSF1 activator: increases HSF-1 driven luciferase reporter signal; NIH3T3-HGL HSF-1 luciferase reporter, MG132, 8 h; 100% = twice DMSO control signal; AID 504408; actives 1.7% (n = 300,000); activation, % at 9 µM;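 active means mean replicate activation of at least 50% with a set share of replicates each reaching 50%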;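 further: 0% = median of the neutral control wells and 100% = twice that signal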
aSyn UTR inh: 5' untranslated region of α-synuclein, MLPCN primary screen. alpha-synuclein 5'UTR reporter, inhibitor activity. inhibition, % (tested at 7.5 µM). actives 0.82% (n = 300,000). AID 1813; in the data active means inhibition above about 60%;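 further: H4 neuroglioblastoma cells stably carrying SNCA 5'UTR luciferase fusion; 0% = DMSO wells and 100% = positive control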
GSK3A inh: inhibitors of human GSK-3 alpha kinase; P49840; ADP-Glo luminescence, 60 min; inhibition, % at 10 µM; actives 0.1% (n = 320,000); AID 2650;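 in the data active means inhibition above about 50%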;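 further: GST-tagged GSK-3 alpha with peptide substrate and 25 µM ATP; 0% = DMSO neutral wells and 100% = GW8510 positive control wells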
Target sequence (P49840 whole entry, looked up): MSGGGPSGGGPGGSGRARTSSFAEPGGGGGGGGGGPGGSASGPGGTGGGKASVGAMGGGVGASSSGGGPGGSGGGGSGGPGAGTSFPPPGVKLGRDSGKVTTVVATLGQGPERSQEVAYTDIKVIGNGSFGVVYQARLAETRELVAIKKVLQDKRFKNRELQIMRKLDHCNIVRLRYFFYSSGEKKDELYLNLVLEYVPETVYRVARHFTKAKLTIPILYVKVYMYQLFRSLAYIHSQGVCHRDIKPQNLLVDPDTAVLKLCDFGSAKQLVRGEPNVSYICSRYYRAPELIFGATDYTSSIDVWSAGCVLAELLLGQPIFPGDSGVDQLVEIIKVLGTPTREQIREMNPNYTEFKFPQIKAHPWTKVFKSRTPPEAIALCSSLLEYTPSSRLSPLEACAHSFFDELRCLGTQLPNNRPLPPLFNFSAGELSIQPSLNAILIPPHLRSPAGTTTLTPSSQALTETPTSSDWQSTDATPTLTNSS
GSK3B inh: inhibitors of human GSK3beta kinase. P49841. GST-GSK3beta kinase, ADP-Glo luminescence, 60 min; hits give low values. activity score (negative = inhibition), % at 10 µM. actives 0.038% (n = 300,000). AID 2097;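 active means more than half of replicate wells score below -50%, meaning over 50% inhibition versus plate controls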;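 further: 0% = median DMSO wells and -100% = median GW8510 positive control wells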
Target sequence (P49841 whole entry, looked up): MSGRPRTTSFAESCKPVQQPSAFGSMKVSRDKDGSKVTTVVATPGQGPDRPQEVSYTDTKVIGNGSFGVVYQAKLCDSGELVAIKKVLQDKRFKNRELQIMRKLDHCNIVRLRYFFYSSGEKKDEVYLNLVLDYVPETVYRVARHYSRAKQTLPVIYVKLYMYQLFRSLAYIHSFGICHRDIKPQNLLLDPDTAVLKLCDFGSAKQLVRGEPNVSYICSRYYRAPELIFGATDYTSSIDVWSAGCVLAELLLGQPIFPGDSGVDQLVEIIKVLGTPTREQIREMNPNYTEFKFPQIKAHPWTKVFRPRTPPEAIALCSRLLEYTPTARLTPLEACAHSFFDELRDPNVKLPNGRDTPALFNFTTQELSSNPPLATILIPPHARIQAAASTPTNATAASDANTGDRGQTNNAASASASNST
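test system = GST-tagged human GSK3beta kinase, cell-free | reagent = 25 µM ATP with peptide substrate | dosing = one dose of 10 µM per compound | schedule = 60 min reaction, RT | detection = luminescent ADP-Glo measurement of ADP formed | control set = DMSO neutral wells and GW8510 at 20 µM as positive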
HSP90 refold inh: blocks HSP90-mediated luciferase refolding in reticulocyte lysate; Rabbit reticulocyte lysate, luciferase refolding luminescence, 3 h; inhibition, % at 5.6 µM; actives 0.91% (n = 290,000); AID 1789;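 active means inhibition above the screen-wide mean plus 3 SD, computed separately per campaign, cut at about 16% in these data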;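 further: 0% = DMSO wells and 100% = 60 µM geldanamycin wells; inhibitors lower the luminescence because luciferase stays unfolded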
HSF1 inh: HSF1 inhibition | NIH3T3-HGL HSE-luciferase, MG132-induced, luminescence 8 h; hits give low values | activity change, negative = inhibition, % at 7.5 µM (by protocol) | actives 0.77% (n = 300,000) | AID 2098;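 active means more than half of replicate wells show activity change below -50%, luminescence cut by over half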;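 further: luciferase reports HSF-1 transcriptional activity via heat shock element; 0% = median of DMSO wells and -100% = zero luminescence signal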
IEC-6 cytotox: IEC-6 cytotoxicity, counter-screen for KLF5 inhibitors; inhibition, % at 5 µM; luminescence viability; actives 0.78% (n = 290,000); in the data active means inhibition above about 22%;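 further: 0% = plate median of test compound wells and 100% = cytotoxic reference compound wells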
KLF5 inh: inhibitors of KLF5 expression | DLD-1 KLF5 promoter-luciferase reporter, luminescence | inhibition, % at 5 µM | actives 0.23% (n = 290,000) | AID 1700;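 active means inhibition above a per-plate limit of that plate's mean compound inhibition plus 3 SD, cut at about 60% in these data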;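 further: 0% = DMSO wells and 100% = LY294002 at 200 µM; higher means less KLF5 promoter-driven luciferase light; inactives centre near -14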
The depositor's hits bear a star; i = inactive; x = no result given. These rows are one share of the data. The share of hits here may be higher or lower than overall.

SMILES | PolyA inhibitor | AI-2 QS modul | HSF1 activator | aSyn UTR inh | GSK3A inh | GSK3B inh | HSP90 refold inh | HSF1 inh | IEC-6 cytotox | KLF5 inh
COc1ccc(C2CC(=O)C3=C(C2)Nc2ccccc2N(C(=O)CCC(=O)O)C3c2ccc(F)cc2)cc1OC (stereo unspecified) | i | 25 | x | 10 | 0 | 3 | 3 | x | 2 | -1
CCOC(=O)c1csc(NC(=O)C2CCCCC2)n1 | i | -8 | 19 | -103 | -3 | -2 | -2 | 14 | 1 | -63
CCn1ccc(C(=O)NC2C(=O)N3C(C(=O)O)=C(C)CSC23)n1 (stereo unspecified) | i | -3 | 25 | 0 | -2 | 1 | 2 | 5 | 0 | -37
CCCCCOc1ccc(N2C(=O)C3C4C=CC(C3C2=O)N(C)C4=O)cc1 (stereo unspecified) | i | 11 | 4 | 5 | 0 | -1 | -6 | -8 | -2 | -34
COc1ccc(CCC(=O)NC(C)C2CCCO2)cc1 (stereo unspecified) | i | 27 | 9 | 4 | 2 | 0 | 1 | 4 | -2 | -10
COc1ccc(-c2cc3c(=O)n(CC(=O)NCCN4CCCC4)nc(C)n3n2)cc1 | i | 16 | -11 | 2 | 8 | 6 | -3 | 1 | 8 | 0
CC(C)(C)NC(=O)CN(C(=O)CS(=O)CC(=O)Nc1ccc(F)cc1)c1ccccc1 (stereo unspecified) | i | 69 | 0 | 10 | -2 | 1 | 3 | -7 | -1 | -5
CC(=O)c1ccc(N2CCN(C(=O)C3CCC3)CC2)cc1 | i | 20 | -2 | -31 | -1 | 2 | 4 | 0 | -3 | -7
COc1ccc(S(=O)(=O)C(C#N)c2nc3ccccc3nc2N2CCC(C)CC2)cc1 (stereo unspecified) | i | 37 | 13 | -19 | -1 | -3 | x | 0 | x | x
COc1ccccc1NS(=O)(=O)c1cccc(C(=O)NNC(=O)C(NC(N)=O)C(C)C)c1 (stereo unspecified) | i | 21 | 7 | -1 | -2 | -3 | -1 | 2 | 1 | -2
CCOc1ccc(NS(=O)(=O)c2ccc(C(=O)N(C)Cc3cccc(OC)c3OC)cc2)cc1 | i | 16 | -13 | 8 | -1 | -1 | 0 | 2 | 2 | -8
Cc1ccsc1/C=N/NC(=O)c1ccccn1 | i | 14 | 31 | -151 | -1 | 1 | -2 | 15 | -1 | -112
O=C(COc1ccccc1)Nc1ccccc1C(=O)NCc1ccco1 | i | 0 | 30 | -22 | -2 | -4 | 5 | 16 | 7 | -115
CCC(C)(C)NC(=O)CN(C(=O)CCC(=O)Nc1nccs1)c1ccc2c(c1)OCCO2 | i | x | -34 | -35 | -2 | x | 5 | -28 | -2 | -8
Cc1cc(C)c2c(CN3CCN(Cc4ccc5c(c4)OCO5)CC3)cc(=O)oc2c1C | i | 12 | -2 | 4 | -1 | -4 | 3 | 0 | 0 | -13
CN(C)C(=O)c1cc(C(=O)c2ccc(F)cc2F)c[nH]1 | i | 17 | -1 | -72 | 0 | 3 | -6 | -2 | 5 | -50
Cn1c(=O)[nH]c(=O)c2c1nc(NCCCO)n2CCCc1ccccc1 | i | -3 | -3 | -3 | -1 | -1 | -1 | -6 | -1 | -5
CN1CCN(CCC(=O)Nc2ccc3c(c2)OCO3)CC1 | i | 14 | -18 | -6 | -4 | 1 | -2 | -8 | -11 | -17
CC1CCN(CCCNC(=O)CN2CCN(Cc3ccc(Cl)cc3)C2=O)CC1 | i | 23 | 2 | -16 | -2 | -2 | -4 | -3 | -1 | -11
CCn1c2ccccc2c2nnc(SCC(=O)NC(CC(C)C)C(=O)OC)nc21 (stereo unspecified) | i | 32 | -11 | 2 | 0 | 2 | 6 | 1 | 1 | -8

Quoted at random: two entries already listed, in no set order.
SMILES | PolyA inhibitor | AI-2 QS modul | HSF1 activator | aSyn UTR inh | GSK3A inh | GSK3B inh | HSP90 refold inh | HSF1 inh | IEC-6 cytotox | KLF5 inh
Cn1c(=O)[nH]c(=O)c2c1nc(NCCCO)n2CCCc1ccccc1 | i | -3 | -3 | -3 | -1 | -1 | -1 | -6 | -1 | -5
CCOc1ccc(NS(=O)(=O)c2ccc(C(=O)N(C)Cc3cccc(OC)c3OC)cc2)cc1 | i | 16 | -13 | 8 | -1 | -1 | 0 | 2 | 2 | -8

Other structures
SMILES | PolyA inhibitor | AI-2 QS modul | HSF1 activator | aSyn UTR inh | GSK3A inh | GSK3B inh | HSP90 refold inh | HSF1 inh | IEC-6 cytotox | KLF5 inh
Cc1nc(-c2cccc(S(=O)(=O)N3CCCCCC3)c2)cs1 | i | 17 | 16 | 12 | -3 | 3 | 6 | 10 | 11 | -25
COc1ccc(-c2cc(C(=O)Nc3c(C)nn(Cc4ccc(Cl)cc4)c3C)no2)cc1 | i | 5 | 32 | -18 | -2 | 2 | -2 | 5 | 2 | -4
COc1ccc(C/C(N)=N/OC(=O)CCc2ccccc2)cc1 | i | 18 | -1 | 7 | -3 | 5 | 4 | 10 | -1 | -15
O=C(NCc1ccccn1)C1CC(c2ccc(Cl)c(Cl)c2)=NO1 (stereo unspecified) | i | 18 | -10 | -5 | 1 | -1 | 4 | -6 | 2 | 4
CCNC(=S)NNC(=O)c1csc2c1CCCC2 | i | -2 | 13 | -1 | -6 | -3 | 0 | 2 | 4 | -32
C=CCNC(=O)C1CCN(S(=O)(=O)c2cccs2)CC1 | i | 20 | -2 | -11 | 0 | 2 | -1 | -2 | -1 | -21
N#CN(CC(N)=O)c1nc(N2CCCCC2)nc(N2CCCCC2)n1 | i | 16 | x | x | 3 | -2 | -3 | x | 2 | -29
CC(C)CNS(=O)(=O)c1ccc(NC(=O)Cn2nc(-c3ccc(F)cc3)ccc2=O)cc1 | i | 22 | 16 | -22 | 0 | 1 | 2 | 3 | 1 | -2
COc1cccc(/C=N/n2c(C)nc3ccccc3c2=O)c1O | i | 13 | -1 | -16 | -1 | -2 | -4 | -2 | 0 | -5
O=C(Cn1nc(-c2ccccc2)ccc1=O)N1CCOCC1 | i | 50 | 4 | 12 | -1 | 3 | -2 | 0 | -8 | -27
CC(C)(C)c1cc(CCC(=O)NCCc2ccccn2)cc(C(C)(C)C)c1O | i | 4 | 12 | -7 | 0 | 1 | -2 | -3 | -4 | -26
Cc1ccc(Cn2nc(C)c(NC(=O)c3cc(-c4ccco4)on3)c2C)cc1 | i | 32 | -5 | 13 | -2 | 0 | 2 | 4 | 3 | -21
O=C(N/N=C/c1c[nH]c2ccccc12)C1CC(=O)N(c2ccccc2)C1 (stereo unspecified) | i | -7 | -2 | -15 | -2 | -3 | -1 | 2 | -5 | -14
CN(Cc1ccccc1)C(=O)CCn1c(=O)c2cccn2c2cccnc21 | i | 25 | -11 | 16 | 4 | -1 | 0 | -1 | 10 | -32
Clc1ccccc1Cn1nnc2c(Nc3ccccc3)ncnc21 | i | 16 | x | x | -2 | -1 | -1 | x | -3 | -4
COC(=O)C1=C(C)C(c2ccc(OC)cc2)NC(=S)N1 (stereo unspecified) | i | -18 | 43 | 5 | 0 | -2 | 6 | -1 | 2 | -1
N#CCc1ccc(OC(=O)c2ccncc2)cc1 | i | 28 | 4 | 18 | 0 | 1 | x | -1 | x | x
CC(C)Oc1cccc(C(=O)C2CCCN(C(=O)c3cc(C4CC4)[nH]n3)C2)c1 (stereo unspecified) | i | 3 | -1 | -9 | 0 | 3 | -5 | 3 | 1 | -11
CCc1nc(C)cn1S(=O)(=O)c1cc(C)c(OC)c(C)c1C | i | 20 | -9 | -8 | -2 | -1 | -5 | 2 | 2 | -30
Cc1noc(C)c1CN1C(=O)c2ccccc2C1=O | i | 4 | -5 | -12 | 0 | 2 | 6 | -8 | -2 | -16
COc1ccc(/C(N)=N/OC(=O)c2ccc([N+](=O)[O-])c(C)c2)cc1OC | i | 21 | -5 | -23 | -4 | 5 | -3 | 1 | 1 | -26
COc1ccc(Cl)c(NC(=O)Cn2nnc(-c3ccccc3N)n2)c1 | i | 6 | 11 | 3 | 2 | 2 | -4 | -2 | -2 | -28
COc1ccc(C(=O)NCC(c2ccco2)N2CCOCC2)cc1OC (stereo unspecified) | i | 11 | 12 | 6 | -2 | -1 | x | -3 | x | x
CCOC(=O)CC(NC(=O)C1c2ccccc2Oc2ccccc21)c1ccccc1Cl (stereo unspecified) | i | 1 | 102* | 17 | -1 | 2 | 4 | 49 | 4 | -9
CCC(C)(C)NC(=O)CN(Cc1cccs1)C(=O)CCC(=O)Nc1nccs1 | i | 29 | 9 | 3 | 4 | -7 | 1 | -6 | 1 | -20
COc1cccc(OC)c1C(=O)Nc1ccc(N2CCN(S(C)(=O)=O)CC2)cc1 | i | 14 | 4 | -3 | -1 | -4 | -1 | -8 | 0 | -29
COc1ccc(N2C(=O)CC(N3CCN(S(=O)(=O)c4c(F)cccc4F)CC3)C2=O)cc1OC (stereo unspecified) | i | 28 | 6 | 1 | -1 | 1 | 3 | -3 | 4 | 11
CCOc1cc(/C=C2/C(=N)N3C=CSC3=NC2=O)ccc1OCCCOc1ccccc1C | i | 12 | -20 | -60 | -5 | 2 | -2 | -16 | 2 | -1
Cc1ccc(SCc2[nH]nc3c2C(C(C)C)C(C#N)=C(N)O3)cc1 (stereo unspecified) | i | 18 | 16 | 20 | -1 | -1 | -1 | 7 | -12 | -16
COC(=O)c1ccccc1NC(NC(=O)c1ccco1)C(=O)c1ccc(C)cc1 (stereo unspecified) | i | 26 | 2 | -36 | -3 | -2 | 0 | 1 | -6 | 5
CC1(C)NC(=O)N(CC(=O)N2CCC(Cc3ccccc3)CC2)C1=O | i | 29 | -4 | 9 | 0 | 1 | -1 | -3 | -10 | -10
NC(=O)c1ccc2c(c1)OCCO2 | i | -5 | -3 | -9 | 0 | 1 | 0 | -6 | -2 | -15
COc1ccc(C(=O)Nc2ccc(C(=O)N3CCC(C)CC3)cc2)cc1OC | i | 19 | 5 | 3 | -1 | 0 | -3 | -5 | -1 | -20
COC(=O)c1cccc(C(=O)N2CCCC(C(=O)c3ccccc3OC)C2)c1 (stereo unspecified) | i | 7 | 59* | 7 | x | 2 | -4 | 20 | -5 | -6
Cc1c(Cl)c([N+](=O)[O-])nn1CC(=O)NCC(C)C | i | 39 | 6 | -1 | -3 | 2 | 1 | -1 | -2 | -12
CCOC(=O)Cn1c(=NC(=O)CSC(C)=O)sc2cc(OC)ccc21 | i | 16 | 25 | -14 | 0 | 4 | 1 | 8 | 5 | -17
COc1ccc(Cc2nc3c4c(ncn3n2)Oc2ccc3ccccc3c2C4c2ccc(OC)c(OC)c2)cc1 (stereo unspecified) | i | 31 | 2 | 10 | 1 | 2 | -1 | -10 | 3 | -13
O=C(COc1ccc(S(=O)(=O)N2CCCCC2)cc1Cl)N1CCOCC1 | i | 19 | -11 | 4 | 0 | -2 | -4 | -1 | 6 | 3
Cc1cccc(N2C(=O)CSC23CCCCC3)c1 | i | 7 | -1 | 0 | 0 | 2 | 5 | 3 | 3 | -17

Compound activity (PubChem)
